Assay outcomes: PubChem, The Scripps Research Institute Molecular Screening Center
ADAM10 inh = human ADAM10 inhibitors, primary screen, biochemical, QFRET, HTS; Disintegrin and metalloproteinase domain-containing protein 10 (Homo sapiens), O14672; recombinant ADAM10, EDANS/DABCYL FRET peptide cleavage, 3 h; inhibition, % at 7 µM; 370,000 tested, 0.62% active; AID 720582, 2013;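 active = inhibition above a per-campaign cutoff equal to the mean of compounds falling between control-based bounds plus 3 SD, cut at about 20% in these data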;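 note: 0% = DMSO wells while the 100% control is not disclosed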
PLCg1 inh = PLC-gamma1 enzyme inhibitors, primary screen, biochemical, fluorescence, purified enzyme; AID 720700, 2013; fluorogenic substrate; 370,000 tested, 0.84% active; inhibition, % at 12.2 µM; 1-phosphatidylinositol 4,5-bisphosphate phosphodiesterase gamma-1 (Homo sapiens), P19174; in the data active = inhibition above about 9.5%
TDP2 inh = human TDP2 enzyme inhibitors, primary screen, biochemical, epi absorbance, recombinant enzyme; 370,000 tested, 0.34% active; T5PNP hydrolysis, p-nitrophenol absorbance 415 nm; inhibition, % at 12.8 µM; AID 720702, 2013; Tyrosyl-DNA phosphodiesterase 2 (Homo sapiens), O95551;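 active = inhibition above the mean of all tested compounds plus 3 SD, set per campaign, cut at about 25% in these data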;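 note: 0% = DMSO with enzyme and 100% = buffer with substrate but no TDP2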
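Test system: Human TDP2 enzyme | Reagent: 5 mM T5PNP | Compound dosing: 12.8 µM single point, 1% DMSO | Incubation: Enzyme reaction with compound for 2 h at 37 °C | Technique: p-Nitrophenol epi absorbance | Read-out: % inhibition relative to enzyme-containing and enzyme-free wells | Benchmarks: High control without enzyme, low control DMSO plus TDP2 | Replicates: Singlicate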
ADAM17 inh = ADAM17 inhibitors, primary screen, biochemical, QFRET. inhibition, % at 6.95 µM. Disintegrin and metalloproteinase domain-containing protein 17 (Homo sapiens), P78536. AID 720648, 2013. 370,000 tested, 0.83% active. recombinant ADAM17, EDANS/DABCYL FRET peptide cleavage;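 active = inhibition above the mean of compounds lying between control limits plus 3 SD, set per campaign, cut at about 8.5% in these data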;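 note: 0% = DMSO-only wells as the low control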
Target sequence (P78536 215-824 limits assumed): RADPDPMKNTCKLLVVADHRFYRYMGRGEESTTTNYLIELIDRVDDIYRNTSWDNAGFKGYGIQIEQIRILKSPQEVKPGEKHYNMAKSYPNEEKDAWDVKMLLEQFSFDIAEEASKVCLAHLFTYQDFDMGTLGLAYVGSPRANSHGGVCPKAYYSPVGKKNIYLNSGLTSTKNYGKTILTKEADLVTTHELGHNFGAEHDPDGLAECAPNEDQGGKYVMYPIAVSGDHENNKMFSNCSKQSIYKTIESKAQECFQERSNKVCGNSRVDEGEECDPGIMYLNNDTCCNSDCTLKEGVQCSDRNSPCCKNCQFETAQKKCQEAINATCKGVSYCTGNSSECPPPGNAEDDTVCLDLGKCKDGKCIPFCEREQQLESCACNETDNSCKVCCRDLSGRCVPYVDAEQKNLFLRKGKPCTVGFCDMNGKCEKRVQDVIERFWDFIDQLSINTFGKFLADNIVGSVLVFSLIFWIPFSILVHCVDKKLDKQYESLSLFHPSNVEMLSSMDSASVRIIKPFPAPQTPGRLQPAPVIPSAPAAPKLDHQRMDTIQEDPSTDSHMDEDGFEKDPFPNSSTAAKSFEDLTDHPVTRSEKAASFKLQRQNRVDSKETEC
Tn7 DDE FP = inhibitors of Tn7 peptide binding to fibrin DD(E), primary screen, biochemical, fluorescence polarization, human fibrin, Tn7 probe; inhibition, % at 8.3 µM; FP displacement of FITC-Tn7 peptide from fibrin DD(E); 0% = median of compound wells per plate; Fibrinogen beta chain (Homo sapiens), P02675; 370,000 tested, 0.13% active;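 active = inhibition above the mean of compounds falling within the control limits plus 3 SD of them, cut at about 14% in these data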;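 note: 0% = plate median of compound wells and 100% = 10 µM Aha-Tn7 peptide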
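Assay system: human fibrin DD(E). Input: DD(E) 2 µM final. Medium: Tris buffer with calcium and detergent, pH 7.8. Compound dosing: single point at 8.3 µM. Timing: 10 min plus 3 h, room temperature. Technique: fluorescence polarization of the labelled Tn7 tracer. Read-out: percent inhibition. Replicates: singlicate testing.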
ASAP1 inh = inhibitors of human ASAP1 ArfGAP activity, primary screen, biochemical, fluorescence polarization. Arf-GAP with SH3 domain, ANK repeat and PH domain-containing protein 1 (Homo sapiens), …. ASAP1-stimulated ARF1 GTP hydrolysis, GDP FP detection. inhibition, % at 16.5 µM. 360,000 tested, 0.19% active. AID 624377, 2012; in the data active = inhibition above about 25%;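 note: 0% = vehicle with enzyme and substrate and 100% = no enzyme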
Target sequence (Q9ULH1 325-724 limits assumed): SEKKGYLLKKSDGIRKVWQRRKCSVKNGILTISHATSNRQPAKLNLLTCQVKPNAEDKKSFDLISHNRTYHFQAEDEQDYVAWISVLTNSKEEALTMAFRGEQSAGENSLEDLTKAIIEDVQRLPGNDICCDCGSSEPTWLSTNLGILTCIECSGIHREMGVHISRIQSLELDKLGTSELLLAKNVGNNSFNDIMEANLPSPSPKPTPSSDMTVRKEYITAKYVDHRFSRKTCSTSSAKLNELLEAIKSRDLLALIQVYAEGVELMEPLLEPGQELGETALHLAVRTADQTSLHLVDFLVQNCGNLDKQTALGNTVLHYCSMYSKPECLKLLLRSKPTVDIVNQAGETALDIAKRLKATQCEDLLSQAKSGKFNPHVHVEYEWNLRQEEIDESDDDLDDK
PLCb3 inh = human PLC-beta3 inhibitors, primary screen, biochemical, fluorescence; Purified PLC-beta3, fluorogenic substrate; inhibition, % at 12.2 µM; 370,000 tested, 0.18% active; in the data active = inhibition above about 11%;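 note: 0% = median of compound wells on plate and 100% = full blocker control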
ARFGAP1 inh = inhibitors of rat ARFGAP1 GAP activity, primary screen, biochemical, fluorescence polarization, GDP tracer | AID 651572, 2012 | Arfgap1-stimulated ARF1 GTP hydrolysis, GDP FP detection | 360,000 tested, 0.26% active | inhibition, % at 16.5 µM;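 active = inhibition above a per-plate limit, mean inhibition of low control wells plus 3 SD, cut at about 25% in these data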;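 note: 0% = DMSO wells with enzyme and 100% = wells lacking Arfgap1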
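Assay system: purified rat His6-Arfgap1 residues 1-136 (GAP domain); Reagent: human Δ17 ARF1 bound to GTP; Dosing: 16.5 µM single point, 1.26% DMSO; Times: GTP hydrolysis reaction 2 h at 25 °C; Signal: FP, GDP Alexa 633 tracer displaced from anti-GDP antibody, 620/688 nm; Measure: % inhibition from polarization.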
Tn6 DDE FP = inhibitors of Tn6 peptide binding to fibrin DD(E), primary screen, biochemical, fluorescence polarization, human fibrin, Tn6 probe | Fibrinogen beta chain (Homo sapiens), P02675 | 370,000 tested, 0.21% active | inhibition, % at 8.3 µM | Fibrin DD(E) TRITC-Tn6 fluorescence polarization displacement | AID 720509, 2013;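 active = inhibition above a per-campaign cutoff: mean of compounds within control limits plus 3 SD, cut at about 15% in these data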;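 note: 0% = median of all compound wells on the plate and 100% = blocking peptide control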
SIAE primary = human SIAE inhibitors, primary screen, biochemical, fluorescence polarization, FP-Rh probe, 1536-well HTS | Sialate O-acetylesterase (Homo sapiens), Q9HAT2 | SIAE FP-Rh probe binding | inhibition, % at 9.66 µM | 370,000 tested, 0.69% active;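 active = inhibition above a cutoff: mean of compounds within the control limits plus 3 SD of those, cut at about 17% in these data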;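 note: 0% = plate median of compound wells and 100% = probe without SIAE protein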
Numbers without * were called inactive; i = inactive; · = not tested or not shown.

Compound,ADAM10 inh,PLCg1 inh,TDP2 inh,ADAM17 inh,Tn7 DDE FP,ASAP1 inh,PLCb3 inh,ARFGAP1 inh,Tn6 DDE FP,SIAE primary
COCCN(Cc1cc2c(C)cc(C)cc2nc1Cl)C(=O)c1ccccc1F,9,3,-7,1,4,3,1,-1,-2,7
O=C(COc1ccccc1)Nc1cccc(-c2cn3cccnc3n2)c1,i,i,-10,i,3,9,i,15,-5,-1
O=C(COc1ccccc1[N+](=O)[O-])Nc1ccc(N2CCN(C(=O)c3cccs3)CC2)cc1,1,1,0,-1,3,-14,-4,-3,-3,4
CCCNC(=O)NC(=O)CN1CCCC1c1ccc2c(c1)OCCO2 (stereo not drawn),1,-1,-4,-4,7,3,-10,7,-2,-6
O=C(Cn1c(=O)oc2ccccc21)N1CCCC1,-5,3,2,-2,-5,3,-2,-5,3,0
COc1ccc(/C=C2\SC(=O)NC2=S)cc1OC,-1,-106,1,-4,7,10,-113,-2,-5,-2
COC(=O)C(C)NC(=O)c1cn(-c2ccccc2OC)c(=O)c2ccccc12 (stereo not drawn),-9,2,-4,-10,3,-1,-4,0,-2,5
CCCCc1c(-c2ccccc2OC)ncn1CCc1cccc(Cl)c1,-4,0,-8,3,-5,-3,1,-11,3,-2
Cc1cn([C@H]2C[C@H](O)[C@@H](CCC(=O)NCc3ccccc3)O2)c(=O)[nH]c1=O,-8,-1,9,-4,6,10,3,5,-1,-1
CC1=C(C)CC(C(=O)Nc2nc(-c3ccc(C)cc3C)c(C)s2)C(C(=O)O)C1 (stereo not drawn),4,1,7,1,5,2,1,-3,-5,-1
O=C(NCCN1CCCC1)c1ccccc1Cl,2,0,-7,1,8,-8,2,-8,4,8
O=C(COc1ncnc2ccccc12)Nc1ccc(S(=O)(=O)N2CCOCC2)cc1,-3,1,3,-3,2,0,-7,1,-1,-4
CC(=O)Nc1ccc(S(=O)(=O)NC2(C(F)(F)F)NC(=O)N(c3ccc(Cl)cc3)C2=O)cc1 (stereo not drawn),0,-2,9,-5,-9,3,-1,6,-14,5
O=C(Nc1ccc(-n2cnnn2)cc1)C1CCC1,4,4,-5,2,-4,-18,9,-5,-10,-2
CC(=O)NS(=O)(=O)c1ccc(NC(=O)c2cccc(OCc3c(C)noc3C)c2)cc1,-11,0,9,-4,3,-1,-5,-8,-5,3
Cc1ccc(COn2nnc3ccc(S(=O)(=O)N4CCOCC4)cc32)cc1,-1,-2,0,-2,-4,6,-5,3,1,-5
O=C(O)COc1ccc(F)cc1Br,-2,1,11,-5,4,-3,-4,-7,-2,2
OCCCNc1nc(-c2ccc(Cl)cc2)nnc1-c1ccc(Br)cc1,19,4,-6,6,7,4,7,-14,3,-1
CCc1ccc(N2C(=O)CC(N3CCN(Cc4ccc5c(c4)OCO5)CC3)C2=O)cc1 (stereo not drawn),-6,2,13,-5,1,5,-2,2,5,-4
CNC(=O)C1CCN(S(=O)(=O)c2c(C)noc2/C=C/c2ccc(OC)cc2)CC1,-13,-4,5,-5,9,12,-3,-1,-4,13
Cc1ccc(CNC(=O)C2COc3ccccc3O2)cc1 (stereo not drawn),4,5,-1,2,3,11,4,1,-2,6
CCc1ccc(CN2CCC(C(=O)Nc3ccc(Oc4ccccc4)nc3)CC2)o1,1,1,-2,-1,-5,-8,-3,-1,-2,-5
Cc1ccc(NC(=O)COC(=O)C2(C)CC2(Cl)Cl)cc1S(=O)(=O)N1CCOCC1 (stereo not drawn),-1,4,-15,1,-6,11,-3,-8,-11,-9
COc1ccc(NC(=O)CN(C)C(=O)c2ccc(N3CCCCC3)c([N+](=O)[O-])c2)cc1,3,0,15,0,1,4,2,4,-11,10
O=C(NN=Cc1cccc(O)c1O)c1ccccc1,17,7,-12,8,6,-4,1,-10,-8,8
O=C(/C=C/c1ccc(F)cc1)NC(=S)N1CCCCC1c1cccnc1 (stereo not drawn),-2,0,-11,-1,-2,-7,-9,1,12,-2
Cc1ccc(C(=O)Nc2ccc3c(c2)OCO3)cc1S(=O)(=O)N1CCCCC1,-2,1,-7,0,3,-1,2,0,-5,4
CC(C)c1ccc(CN2CCC2(C)C(=O)Nc2cccc(Oc3ccccc3)c2)cc1 (stereo not drawn),-14,-3,-3,1,3,-4,-2,-11,0,-1
O=C(c1ccccc1)c1c[nH]c(C(=O)NCCCn2ccnc2)c1,-4,4,-7,5,-6,2,0,15,3,6
COc1cc(C(C)=O)ccc1OCC(=O)c1cc(C)n(C2CC2)c1C,5,9,-18,1,-4,-14,2,15,1,-6
Cc1nc(C)n(CC(O)COc2ccc(C(=O)c3ccccc3)cc2)n1 (stereo not drawn),-6,-1,11,-6,5,-2,-5,4,-1,2
O=C(Nc1cccc2c1[nH]c1ccccc12)C(F)(F)F,-16,-3,-1,-4,-3,4,-4,7,5,-4
COc1cc(CSC)nc(-c2ccccc2)n1,0,1,-6,-3,9,-9,1,4,7,-4
Cc1ccc(NC(=O)N2CCN(Cc3ccc4c(c3)OCO4)CC2)cc1,2,-1,11,-4,-1,15,2,-5,6,-1
CCOc1ccc(CCNC(=O)c2cccc(-n3cnnn3)c2)cc1OCC,-8,-1,9,0,5,-11,-7,-11,2,-1
Cc1cc(NCCCO)n2nc(-c3cccs3)cc2n1,-124,-26,-8,-36,-2,6,-30,-5,4,7
Cc1nnc2sc(-c3csc4c3CCCC4)nn12,0,-2,7,-4,4,-12,-6,-7,-2,-3
Cc1ccc(C)c(S(=O)(=O)c2c(C)cc(C)[nH]c2=O)c1,3,1,6,-6,-1,5,-4,3,-7,1
CSc1nc(C(=O)N2CCCC(N3CCN(c4ccccc4C)CC3)C2)cs1 (stereo not drawn),-2,-1,-8,-3,-2,-1,-5,9,2,2
O=C(/C=C/c1ccc(-c2ccccc2)cc1)NC1=NCCS1,-5,0,9,-2,8,·,0,·,1,3
COc1ccc(N/N=C/c2c(C(=O)O)ccc3ccccc23)cc1,-9,-49,-2,-8,-2,11,-77,26*,-8,-3
CN(C)c1ccc(S(=O)(=O)N2CCCCC2)cc1NC(=O)C1CSC2(C)CCC(=O)N12 (stereo not drawn),-3,3,-8,3,-2,-16,-2,-4,6,-5
Cn1c(=O)c(-c2ccccc2)cc2ccccc21,-231,-12,-2,-52,0,-1,-12,9,0,0
COc1ccc(NC(=O)c2ccc(-c3nn(C)c(=O)c4ccccc34)cc2)cc1C(N)=O,-8,2,-12,-5,6,4,-7,2,-1,-1
Cc1cc(C)c2c(c1C)C(=O)CCC2,-4,1,11,-5,-2,-10,2,0,2,-4
O=C(COC(=O)COc1ccccc1[N+](=O)[O-])Nc1ccccc1Br,4,5,3,1,-3,2,2,-2,1,4
CCCC(=O)Nc1nnc(CC(=O)OCC)s1,-10,-3,-6,-3,-1,-7,2,14,6,-7
S=C(NC1CCCCC1)NC1CC2C=CC1C2 (stereo not drawn),5,-1,-7,0,5,4,-3,14,12,5
Cc1ccc(-c2ccc(C(=O)Nc3ccccc3)o2)c2ccccc12,-80,-59,-2,-28,-4,-3,-77,-1,-4,-57
COc1ccc(NC(=O)CC(C(=O)O)C(C)c2ccccc2)cc1 (stereo not drawn),3,-1,6,-1,-5,6,-2,-2,2,4
COc1ccc(-c2cc(C(F)F)n3ncc(C(=O)Nc4cnn(Cc5ccccc5)c4)c3n2)cc1,-34,-28,-4,-8,6,9,-35,11,-4,-4
CC(Sc1nc2c(c(=O)[nH]1)CCCC2)C(=O)Nc1ccccc1C#N (stereo not drawn),1,-1,13,0,-1,5,-3,2,0,-5
Cc1c(-c2ccccc2)n(O)[n+]([O-])c1-c1ccccc1,-12,-1,-1,-2,-3,-3,-5,-1,0,11
CCN(CC)S(=O)(=O)c1ccc(C)c(NC(=O)Cc2ccc(S(=O)(=O)N3CCOCC3)s2)c1,-1,-3,-4,-2,-4,6,-8,8,3,-5
COc1ccc(NC(=S)N/N=C/c2cccn2Cc2ccc(F)cc2Cl)cc1,2,-5,10,-2,1,15,-9,-1,-2,12
S=C(NCC1CCCO1)Nc1ccc(Cl)cc1Cl (stereo not drawn),-14,6,1,5,-6,3,-1,6,4,2
COc1cccc(NC(=S)N2CCC(c3ccc(C)cc3)C2)c1 (stereo not drawn),5,0,-7,-2,-1,-3,-10,1,-2,0
CCOC(=O)CC1=CC(C)(CC(=O)OCC)C(C#N)(C#N)C(N)=C1C#N (stereo not drawn),-13,-12,-4,-4,3,-3,-19,4,12,-11
COC(=O)c1sccc1NC(=S)Nc1ccc(F)cc1F,-2,2,1,-2,-2,9,-4,-1,5,-4
CCN(CC(=O)NCc1cccs1)CC(=O)Nc1ccc(C(N)=O)cc1,-9,0,6,6,-2,3,-6,1,0,2
CC(CCCC(C)(C)O)NC(=O)c1ccc(OC2CCN(C(=O)C3CC3)CC2)cc1 (stereo not drawn),-1,3,4,-2,-3,1,-3,-6,0,-3
O=C(Cn1c(SCC(=O)NC2CCCC2)nnc1-c1ccncc1)Nc1ccc2c(c1)OCO2,0,2,0,-4,1,2,-2,9,-8,-2
